Source: PubChem
TAAR1 antag: antagonists of human TAAR1 | CHO RD-HGA16 TAAR1, Fluo-8 calcium fluorescence, antagonist | inhibition, % at 3 µM | 360,000 compounds, 1.5% hits | AID 624466;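 active means inhibition above a per-plate cutoff, the mean inhibition of test compounds on that plate plus 3 SD, cut at about 49% in these data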;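 further: 0% = DMSO plus EC80 beta-PEA response and 100% = DMSO alone without agonist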
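Test system: hTAAR1-expressing CHO RD-HGA16 cells, Gα16-coupled; Probe or stimulus: EC80 β-phenethylamine stimulus; Compound dosing: single nominal final test compound concentration of 3 µM; Timing: 140 s kinetic read after compound, 140 s after agonist; Signal: Fluo-8 calcium-sensitive fluorescence; Measure: % inhibition of agonist calcium response; Controls: DMSO and EC80 PEA controls.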
TAAR1 ag: agonists of human TAAR1. 360,000 compounds, 0.99% hits. Q96RJ0. CHO RD-HGA16 TAAR1, Fluo-8 calcium fluorescence; vehicle wells 0%, saturating PEA agonist 100%. AID 624467. activation, % at 3 µM;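 active means activation above the mean activation of all test compounds in the run plus 3 SD, cut at about 38% in these data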
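test system = CHO RD-HGA16 cells carrying human TAAR1 plus Gα16 | schedule = 17-24 h seeding, 75 min 37 °C dye, 30 min RT | compound dosing = 3 µM single concentration | control set = DMSO and PEA EC100 | replicates = n 1 | signal = Fluo-8 fluorescence, 5 s baseline then 140 s kinetic read | measure = percent activation vs PEA EC100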
M1 ag: agonists of human M1 muscarinic receptor | activation, % at 3 µM | 360,000 compounds, 0.33% hits | CHO-K1 hM1, Fluo-8 calcium fluorescence, agonist mode; 0% DMSO, 100% acetylcholine EC100 | AID 588814;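 active means activation above the run's mean compound activation plus 3 SD, cut at about 16% in these data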;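 further: peak over basal fluorescence ratio within a 140 s kinetic read after compound addition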
Target sequence (P11229 whole entry, looked up): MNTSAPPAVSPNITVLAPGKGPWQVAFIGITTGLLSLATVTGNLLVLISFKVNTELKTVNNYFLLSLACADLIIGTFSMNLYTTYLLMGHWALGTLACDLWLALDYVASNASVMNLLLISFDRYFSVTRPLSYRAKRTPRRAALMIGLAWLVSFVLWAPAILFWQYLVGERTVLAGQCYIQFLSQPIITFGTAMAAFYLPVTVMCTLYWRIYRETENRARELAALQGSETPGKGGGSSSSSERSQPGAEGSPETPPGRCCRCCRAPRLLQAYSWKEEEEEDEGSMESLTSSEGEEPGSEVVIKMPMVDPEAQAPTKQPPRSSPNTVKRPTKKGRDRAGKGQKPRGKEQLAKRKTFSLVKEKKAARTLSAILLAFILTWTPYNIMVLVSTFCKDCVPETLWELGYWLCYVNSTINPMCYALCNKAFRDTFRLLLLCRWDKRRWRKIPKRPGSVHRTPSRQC
CHO parental Ca: signal in parental CHO cells, OX1R antagonist counter-screen | parental CHO-K1, ATP-induced calcium, Fluo-8 fluorescence | inhibition, % at 5.6 µM | 330,000 compounds, 0.63% hits | AID 463079;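 active means inhibition above that plate's mean sample inhibition plus 3 SD, cut at about 26% in these data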;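 further: 0% = ATP-challenged DMSO wells and 100% = DMSO wells without ATP; some compounds past the cut are filed as inactive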
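Test system: untransfected parental CHO cell line; also added: ATP stimulus; dosing: 5.6 µM, single dose; signal: calcium-sensitive Fluo-8 fluorescence; measure: percent inhibition of ATP-evoked calcium rise, normalized to controls; benchmarks: low control ATP plus DMSO, high control DMSO only; replication: one well per compound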
CHRM1 antagonist: antagonists of human M1 muscarinic receptor | P11229 | CHO-K1 hM1, Fluo-8 calcium fluorescence, ACh EC80 antagonist | inhibition, % at 3 µM | 360,000 compounds, 1.3% hits | AID 588852;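 active means percent inhibition above its own plate's cutoff, namely the mean of that plate's compound wells plus 3 SD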;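 further: peak over basal fluorescence ratio during 140 s after agonist addition; 0% = ACh EC80 plus DMSO and 100% = DMSO alone without agonist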
OXTR ag: agonists of human oxytocin receptor; P30559; CHO-OTR cells, Fluo-8 calcium fluorescence; normalized: DMSO 0%, oxytocin 100%; activation, % at 3 µM; 320,000 compounds, 0.32% hits;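 active means activation above the mean of all tested compounds plus 3 SD, cutoff set per screening run, cut at about 20% in these data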;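 further: peak over basal fluorescence ratio from a 100 s FLIPR kinetic read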
V1R ag counter: counter-screen for oxytocin receptor agonists: human V1a receptor agonists | P37288 | 320,000 compounds, 0.25% hits | activation, % at 3 µM | CHO-V1R cells, Fluo-8 calcium fluorescence, agonist mode; 0% DMSO, 100% 3 nM vasopressin;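 active means activation above the mean activation of all tested compounds plus 3 SD, per screening run, cut at about 20% in these data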;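 further: signal is peak over basal fluorescence ratio across a 100 second FLIPR read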
Target sequence (P37288 whole entry, looked up): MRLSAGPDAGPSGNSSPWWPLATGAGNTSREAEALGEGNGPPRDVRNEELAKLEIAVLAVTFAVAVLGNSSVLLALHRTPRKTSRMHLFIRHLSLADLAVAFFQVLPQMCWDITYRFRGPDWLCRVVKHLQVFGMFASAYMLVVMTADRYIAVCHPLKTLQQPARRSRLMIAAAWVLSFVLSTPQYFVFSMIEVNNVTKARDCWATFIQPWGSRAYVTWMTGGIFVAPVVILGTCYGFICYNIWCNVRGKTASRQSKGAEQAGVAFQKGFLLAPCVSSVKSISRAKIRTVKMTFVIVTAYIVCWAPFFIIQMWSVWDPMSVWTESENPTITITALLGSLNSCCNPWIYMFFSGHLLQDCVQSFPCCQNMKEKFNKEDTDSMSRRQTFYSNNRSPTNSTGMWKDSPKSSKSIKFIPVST
CHRM1 PAM: positive allosteric modulators of human M1 muscarinic receptor; P11229; CHO-K1 hM1, Fluo-8 calcium fluorescence, ACh EC20; 0% = ACh EC20, 100% = maximal ACh; activation, % at 3 µM; 360,000 compounds, 0.088% hits; in the data active means activation above about 19%, passing the limit was not always enough
OXTR potentiate: potentiators of human oxytocin receptor | P30559 | CHO-OTR cells, Fluo-8 calcium fluorescence, potentiator mode; 0% = oxytocin EC15, 100% = EC100 | activation, % at 3 µM | 320,000 compounds, 0.061% hits | AID 2445;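 active means activation above that plate's cutoff, the mean activation of tested compounds plus 3 SD, cut at about 6.6% in these data, passing the limit was not always enough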;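 further: 100% uses oxytocin at 75 nM as the full agonist control; some results filed as inactive read as strong as hits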
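System: human OTR in CHO cells; Also added: sub-maximal oxytocin, roughly EC15; Timing: compound 6 min at room temperature before oxytocin, 100 s read; Technique: Fluo-8 intracellular calcium fluorescence, ex 470-495, em 515-575 nm; Controls: oxytocin EC15 low and EC100 high; Replication: singlicate.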
* = called active by the depositor; x = no result given. Outcome played no part in choosing rows; overall some 3.7% were active at least once.

Screens in order: TAAR1 antag, TAAR1 ag, M1 ag, CHO parental Ca, CHRM1 antagonist, OXTR ag, V1R ag counter, CHRM1 PAM, OXTR potentiate
1: CC(=O)NC1=NN(C(C)=O)C(C)(c2ccc(Br)cc2)S1 (stereo not given)
 : 2, 9, 0, -8, -8, 4.2, 6.8, 6, 0
2: CC(=O)N1CCN=C1SCc1c(F)cccc1Cl
 : -28, 1, 0, -9, -16, -0.2, -0.5, 13, -1
3: CCCN(CCC)C(=O)c1ccc2nc(-c3ccc(OC)c(OC)c3)c(-c3ccc(OC)c(OC)c3)nc2c1
 : 7, 0, 9, -15, -17, -2.5, -1.9, 9, 4
4: C=CCNC(=O)c1c(C(F)(F)F)nn(C)c1Cl
 : 0, 5, -9, -10, -5, 1.1, 0.9, 8, -1
5: CCOC(=O)CNC(=S)n1ncnc1N
 : -11, 8, -5, 3, -3, -0.1, 0.4, 4, -3
6: COc1ccc(-c2nc(N/N=C(\C)c3ccc(O)cc3)c3ccccc3n2)cc1
 : 36, 6, -4, -7, 17, -0.3, -0.6, -7, 7
7: COc1cc(CCC(=O)Nc2ncc(C)s2)cc(OC)c1OC
 : -1, 4, -2, -9, -1, 0.2, 1.0, -1, 0
8: COc1cc(CC(=O)OCC(=O)NC2CCCCCC2)cc(OC)c1OC
 : -1, 0, 0, -8, -13, 1.7, 3.2, 6, 9
9: CC[C@]12c3[nH]c4cc(CCC(=O)N(C)C)ccc4c3CCN1C(=O)[C@@H](CC(=O)NCCc1ccccn1)C[C@@H]2C(=O)N1CCN(C(=O)c2ccco2)CC1
 : 6, 21, -1, -9, -13, x, x, 19, x
10: CC(C)CCNCC(=O)NC(c1ccccc1)c1ccccc1
 : -17, 1, -4, -16, -6, 2.0, 2.4, 10, 2
11: Cn1nnc2cc(C(=O)NC3CCCCC3)ccc21
 : -1, 0, -1, -10, -39, -0.2, 1.0, 7, -15
12: CC(=O)N/C(=C\c1ccccc1)C(=O)OCC(=O)N(CC(C)C)c1c(N)n(Cc2ccccc2)c(=O)[nH]c1=O
 : -7, 1, -1, -27, -12, -1.2, -1.0, 8, -13
13: COC(=O)C1CCCN1C(=O)C12CC3CC(CC(C3)C1)C2 (stereo not given)
 : -1, -1, 2, -4, -10, -0.7, 0.1, 15, -9
14: Cc1ccc(NC(=O)CNC(=O)c2ccc(Br)o2)nc1
 : -17, 0, 1, -2, -14, 1.2, -0.1, 20, -5
15: CCOC(=O)N1CCN(C(=O)CSc2nnc(COc3ccc(Cl)cc3)o2)CC1
 : -18, -1, 1, -8, -11, 6.1, 4.9, 5, -7
16: O=C(Cc1ccc(Cl)cc1)NNC(=S)NC(=O)c1cccs1
 : -2, 18, 5, -6, 2, 8.3, 10, 3, -4
17: CC(C)c1ccccc1NC(=O)COC(=O)c1cccnc1
 : -2, 8, -1, -7, -7, 0.8, 0.7, 14, -3
18: CC1(C)OC(=O)C2=C(C[C@@H](CCOCc3ccccc3)O[C@H]2c2ccc(F)cc2)O1
 : -8, -1, -6, x, -9, x, x, -3, x
19: O=C(CCc1ccccc1)NCc1ccccn1
 : 26, 3, -3, -11, 2, -0.1, 1.3, 4, -1
20: CC(=O)Nc1ccc(S(=O)(=O)N(C)CC(=O)OCC(=O)N2CC(C)OC(C)C2)cc1 (stereo not given)
 : -5, 1, 0, 3, -19, 0.0, 0.5, 11, -7
21: O=C(CSc1nnc(CNC(=O)c2ccco2)o1)Nc1ccc(OC(F)(F)F)cc1
 : 4, 3, 2, -8, -14, 2.6, 4.8, 9, -12
22: CCOC(=O)c1c(NC(C)=O)sc2c(OCC(O)CNC(C)(C)C)c(Br)ccc12 (stereo not given)
 : -14, 7, -12, -16, 10, 1.5, 2.4, -24, -17
23: CC1CCCCN1C(=O)/C(=C\c1ccccc1)c1ccccc1 (stereo not given)
 : 9, 20, -8, -19, 11, -0.5, -0.2, -9, 3
24: CCN(CC)CCCNC(=O)C1CCN(c2ncnc3c2sc2cccc(F)c23)CC1
 : -30, 0, -5, -11, 15, 0.5, 0.2, -7, -2
25: O=C(Nc1cc(S(=O)(=O)N2CCCC2)ccc1Cl)c1ccncc1
 : -12, 11, -1, -9, -6, 1.8, 1.2, 13, -3
26: O=C(OCc1ccccc1)C1=[N+]([O-])OC(C(=O)OCc2ccccc2)C1c1c[nH]c2ccccc12 (stereo not given)
 : 6, 1, -2, 16, -1, 0.0, 0.8, 4, -6
27: CCc1cc(=O)oc2c(C)c(OCC(=O)N3CCCc4ccccc43)ccc12
 : -7, 8, 0, -4, 11, 0.3, 2.2, -8, -7
28: Cc1c(NC(=O)C(C)OC(=O)[C@@H](NC(=O)c2ccccc2)C(C)C)c(=O)n(-c2ccccc2)n1C (stereo not given in full)
 : -6, 7, -7, -13, -5, 0.5, 0.9, 8, 3
29: O=C(O)c1ccc(CNC(=S)Nc2ccccc2)cc1
 : 0, 0, -11, 4, -4, 0.3, 0.8, 0, -6
30: O=C(CSc1ccc2c(c1)OCCO2)NCCN1C(=O)CSC1=O
 : -9, 13, 2, 6, 2, 4.0, 0.9, 10, -7

Results in sequence from above:
OXTR potentiate, compounds 3 to 6, in order: 4, -1, -3, 7
CHRM1 PAM, compounds 3 to 6, in order: 9, 8, 4, -7

The results go on:
Screens in order: TAAR1 antag, TAAR1 ag, M1 ag, CHO parental Ca, CHRM1 antagonist, OXTR ag, V1R ag counter, CHRM1 PAM, OXTR potentiate
31: COc1ccc(OCc2nnc(SCC(=O)O)n2N)cc1
 : -6, 3, -1, 6, -7, 1.5, 1.9, 7, -9
32: CC(C)c1nnc(SCC(=O)N2CCc3ccccc32)n1C
 : 0, 15, -3, -21, -9, 0.1, 0.4, 6, -4
33: Cc1ccccc1CN1CCCC(C(=O)Nc2ccccc2Oc2cccnc2)C1 (stereo not given)
 : -30, -1, -6, -24, -12, -1.4, 0.6, 2, 1
34: Cc1ccc2nc(-c3ccc(NC(=O)CSc4nc(N)cc(=O)[nH]4)cc3)sc2c1
 : 103*, 0, 1, -1, -22, 0.4, -0.1, 4, -1
35: COc1cc(C(=O)Nc2c(C)cc(C)cc2C)c(-n2cnnn2)cc1OC
 : 11, 13, -4, -6, -7, 2.5, 0.6, 10, -1
36: O=C(O)c1cc(=O)[nH]c2c(Cl)cccc12
 : -10, 9, -2, 2, -13, 0.9, 0.7, 11, -3
37: CCN(CC)c1ccc(/C=N/NC(=O)CN2CCCc3ccccc32)cc1
 : -19, 0, -12, -14, -3, -1.2, 0.0, -6, -16
38: COc1ccc(C2C([N+](=O)[O-])=C(C)N(C)C(=O)N2C)cc1OC (stereo not given)
 : 13, 3, -4, -8, -8, -0.5, 0.8, 10, -2
39: CC(C)(C)NC(=O)NCc1cccnc1
 : -1, 3, -3, 8, -12, 1.4, 1.7, 10, -1
40: CN1CCC23c4ccccc4NC1C21CCN(C)C3Nc2ccccc21
 : 3, 2, 0, -1, -2, 0.8, 1.5, -1, -1
41: COc1ccccc1[C@H]1C(c2ccc(F)cc2)=NN(c2ccccc2)[C@@H]1CO
 : -4, -1, -4, -22, -12, x, x, 5, x
42: CCOCCCN(Cc1ccco1)C(=O)c1cc2c(=O)[nH]c3ccc(C)cc3c2s1
 : -11, 1, -7, -8, 1, -1.8, -0.5, -1, -8
43: COc1ccccc1NC(=O)c1ccc(N)cc1
 : -16, 2, -4, -12, -9, -0.1, -0.4, 6, -8
44: Cc1c(N=Cc2cccnc2)c(=O)n(-c2ccccc2)n1C
 : -4, 1, -4, -7, -17, 1.3, 0.6, 10, 2
45: COc1cc(OC)c(C2NC(=O)CCC2[N+](=O)[O-])cc1OC (stereo not given)
 : -18, 1, -6, -5, -11, 0.6, 1.0, 7, -9
46: CCOC(=O)c1cc2sccc2n1CC(=O)Nc1ccc(OC)cc1
 : -12, 2, -3, -1, 2, -1.9, -1.3, -1, -14
47: O=S1(=O)CC/C(=N\O)c2ccccc21
 : 1, 5, -4, -7, -8, 1.9, 0.4, 7, 5
48: O=C(O)C1CC=CCC1C(=O)Nc1ccc(S(=O)(=O)N2CCCc3ccccc32)cc1 (stereo not given)
 : -8, 0, -10, 1, 5, 0.1, 0.0, 0, -5
49: CCc1ccc(C(=O)Nn2c(C)nc3ccccc3c2=O)cc1
 : -2, 14, -1, -6, -9, -2.1, -0.8, 13, -14
50: Fc1ccc(Nc2nc(N/N=C/c3ccco3)nc(N3CCCCC3)n2)cc1
 : 8, 3, -14, -20, -4, -3.2, -1.7, -7, -12
51: Clc1cccc(-c2ccc3nccn3c2)c1Cl
 : -24, 3, -7, x, -13, x, x, 1, x
52: O=C(COc1cc(F)ccc1[N+](=O)[O-])NCCN1C(=O)CSC1=O
 : -3, 8, 1, -7, -24, 0.6, 1.9, 16, -1
53: COc1cccc(C2CC(c3cccs3)=NN2C(=O)CCC(=O)O)c1OC (stereo not given)
 : -17, 0, -3, -6, -17, 0.2, 1.3, 10, -10
54: COc1ccc(S(=O)(=O)NCCc2nnc3ccc(SCC(=O)Nc4cc(C)on4)nn23)cc1
 : -9, 1, -7, -11, 5, 0.0, -0.3, -3, -5
55: C/C(=N/NC(=O)c1ccccn1)c1c[nH]c2ccccc12
 : -16, 0, 2, -29, 6, -1.2, -0.5, 3, -8
56: COc1ccc(-c2cc(C(F)(F)F)c(C#N)c(=O)[nH]2)cc1
 : -35, -2, -1, -6, -2, 2.0, 0.2, 4, -1
